# S-ASM inh = human S-ASM enzyme inhibition; P17405; placental ASM, HMU-PC fluorogenic substrate, 60 min; Potency, µM (series often up to 57.5 µM), for inactives: at the highest dose activity change, negative = inhibition, usual class: inhibitors; 340,000 tested, 0.006% active; note: potency is the fitted concentration of half-maximal effect
#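 Fluorogenic HMU-PC substrate (9 uM final) is turned over by placental ASM in 60 min at 37 C after a 10 min compound preincubation. Reaction ended by alkaline stop (pH 10), with fluorescence read at 386/447 nm.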
# Menin-MLL TR inh = inhibitors of human menin-MLL interaction, mutant MLL peptide | O00255 | Menin + Texas Red MLL mutant peptide, fluorescence polarization | Potency, µM (titrated, usually from 61.6 µM), for the others: at the top dose FP activity change, negative = inhibition, hits mostly inhibitors | 270,000 tested, 0.23% active | AID 1768; active = well fitted inhibition curve with a large enough effect in the polarisation, with a control signal flat, not every such curve was filed as active; inconclusive = small, poorly fitted or top-dose-only effect, or effect the other way, or a change in a side signal; inactive = no such curve, though single readings can be large or run the other way; the % refers to the polarisation; note: potency is the fitted concentration of half-maximal effect; % of control where 0% means no effect; many of its hits are not listed in these tables
# KCNH2 WT inh = blocks the wildtype human KCNH2 potassium channel | U2OS, BacMam KCNH2, thallium flux FluxOr; active compounds read low | activity change, % at 1.84 µM | 340,000 tested, 0.37% active;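 active = maximum activity change below -70%; inconclusive = maximum activity change between -70% and -50%; inactive = maximum activity change above -50%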; note: % is set by controls: 0 for no effect and ±100 for the full control effect
#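 U2OS cells were transduced with wild-type KCNH2 virus (2.03 x 10^8 / mL) for 4 h at room temperature, then cultured overnight at 37 C. Thallium flux was read with FluxOr dye. Rate constants were normalized to DMSO controls.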
# Mito fusion yeast = blocks mitochondrial division or promotes mitochondrial fusion | S. cerevisiae fusion-defective mutant growth rescue, CellTiterGlo 48 h | Potency, µM (series often up to 46.1 µM), for the others: at the top dose growth rescue (activation), usual class: activators | 320,000 tested, 0.23% active;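 note: potency is the fitted concentration of half-maximal effect; % of control where 0% means no effect; nearly all actives have a fitted effect of over 45% in size; temperature-sensitive fusion mutants such as fzo1-1 at 37 °C on non-fermentable ethanol glycerol medium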
#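 Read-out: ATP-based luminescence (CellTiterGlo, 10 min ambient) reporting growth of fusion-defective ts yeast after 48 hours at 37C on glycerol/ethanol YPEG medium in the presence of compound.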
# USP2a inh = USP2a (human) protease inhibition; 330,000 tested, 0.01% active; Potency, µM (titrated, usually from 38.3 µM), for the others: at the highest dose activity change, negative = inhibition, actives largely listed as inhibitors; USP2 core, Ub-CHOP2 coupled fluorogenic reporter, 485/531;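 note: potency is the fitted concentration of half-maximal effect; plate controls were DMSO wells for no effect and full inhibition by NEM control for full effect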
#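 Deubiquitinase activity read as fluorescence (485/531 nm) after Ub-CHOP2 cleavage activates the enterokinase reporter on its substrate; USP2 core 10nM, Ub-CHOP2 and substrate 25nM each, 30min compound preincubation then 60min RT; data normalized to NEM, curves fitted.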
# Eya2 inh = Eya2 (human) phosphatase inhibition. recombinant Eya2, OMFP fluorescence dephosphorylation (OMFP is methylfluorescein phosphate). 330,000 tested, 0.006% active. O00167. Potency, µM (highest dose often 76.9 µM), for inactives: at the highest dose activity, negative = inhibition, usual class: inhibitors. AID 488837; note: potency is the fitted concentration of half-maximal effect; % is set by controls: 0 for no effect and ±100 for the full control effect
# Target sequence (O00167 whole entry, looked up): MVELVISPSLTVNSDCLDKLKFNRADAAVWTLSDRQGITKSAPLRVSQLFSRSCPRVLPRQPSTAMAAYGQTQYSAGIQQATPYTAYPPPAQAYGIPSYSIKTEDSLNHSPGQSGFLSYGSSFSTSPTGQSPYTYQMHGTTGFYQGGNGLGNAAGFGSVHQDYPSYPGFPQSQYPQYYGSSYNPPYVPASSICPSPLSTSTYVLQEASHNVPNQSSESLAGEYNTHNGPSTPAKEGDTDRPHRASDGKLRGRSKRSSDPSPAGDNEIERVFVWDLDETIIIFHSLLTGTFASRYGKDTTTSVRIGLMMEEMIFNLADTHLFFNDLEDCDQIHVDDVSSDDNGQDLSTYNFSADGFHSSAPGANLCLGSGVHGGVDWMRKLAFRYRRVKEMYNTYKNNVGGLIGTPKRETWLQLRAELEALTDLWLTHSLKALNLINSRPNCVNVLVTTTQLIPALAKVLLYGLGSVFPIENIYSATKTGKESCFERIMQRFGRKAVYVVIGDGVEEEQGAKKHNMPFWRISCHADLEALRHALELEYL
#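 Eya2 (0.2 uM) preincubated 10 min at ambient with compound, then OMFP substrate added at 50 uM; 10 min reaction in 50 mM HEPES pH 7.5, 50 mM NaCl, 5 uM MgCl2, 0.05% BSA, 1 mM DTT. Fluorescence read at Ex 485/Em 525 nm.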
# TSHR antagonist = blocks TSH signaling through the human TSH receptor; TSHR-expressing cells, TSH-stimulated cAMP HTRF, 2 h; active compounds read low; activity change, negative = inhibition, % at 11.5 µM; 330,000 tested, 0.2% active;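 active = activity change below a set negative limit, meaning inhibition stronger than a set level, cut at about -70% in these data; inconclusive = activity change between two set negative limits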; note: % is set by controls: 0 for no effect and ±100 for the full control effect
#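 Antagonism was scored as loss of TSH-driven cAMP in TSHR cells, stimulated with 4nM TSH (EC80) for 2 hours at 37 deg C and detected by homogeneous HTRF competition immunoassay.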
# GALK inhibitor = inhibitors of human galactokinase; Potency, µM (top dose mostly 57.5 µM), for inactives: top-dose activity change, negative = inhibition, actives largely listed as inhibitors; 270,000 tested, 0.007% active; Purified GALK, Kinase-Glo residual ATP luminescence; AID 1868; note: potency is the fitted concentration of half-maximal effect; % is set by controls: 0 for no effect and ±100 for the full control effect
#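 Galactose (100 uM) and ATP (35 uM) were turned over by 5 nM GALK for 1 h at RT. Kinase-Glo Plus then converted the remaining ATP into a luminescent signal.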
# PKM2 act = increases activity of human pyruvate kinase M2; purified PKM2, Kinase-Glo ATP luminescence, activation; response scale: 0% is enzyme alone, no compound; Potency, µM (series often up to 57.5 µM), for the others: at the highest dose activation, hits mostly activators; 260,000 tested, 0.34% active; AID 1631; note: potency is the fitted concentration of half-maximal effect; % is set by controls: 0 for no effect and ±100 for the full control effect; nearly all actives have a fitted effect of over 55% in size
# Target sequence (P14618 whole entry, looked up): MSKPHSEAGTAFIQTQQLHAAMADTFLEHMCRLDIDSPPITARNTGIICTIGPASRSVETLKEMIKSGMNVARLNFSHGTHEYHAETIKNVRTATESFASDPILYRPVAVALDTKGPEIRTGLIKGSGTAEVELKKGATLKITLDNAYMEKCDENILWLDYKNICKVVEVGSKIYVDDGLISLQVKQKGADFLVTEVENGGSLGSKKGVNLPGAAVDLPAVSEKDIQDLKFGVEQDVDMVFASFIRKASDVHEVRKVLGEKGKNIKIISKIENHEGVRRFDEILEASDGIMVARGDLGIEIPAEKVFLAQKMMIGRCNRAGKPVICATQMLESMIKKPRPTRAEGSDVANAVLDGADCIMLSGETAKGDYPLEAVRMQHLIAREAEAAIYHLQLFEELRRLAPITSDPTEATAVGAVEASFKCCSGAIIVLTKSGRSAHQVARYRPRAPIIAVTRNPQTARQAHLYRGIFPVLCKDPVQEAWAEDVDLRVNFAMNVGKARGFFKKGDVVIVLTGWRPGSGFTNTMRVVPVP
#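 Purified hPK-M2 (>95%) run at intermediate activity with 0.1 mM ADP and 0.5 mM PEP in 50 mM imidazole pH 7.2, KCl, MgCl2; 1 h room temperature. ATP formed read by Kinase-Glo luminescence; normalized to uninhibited and no-enzyme controls.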
# BCR signal inh = inhibitors of chronic active B-cell receptor signaling | ABC-DLBCL IkBa-CBG/CBR reporter, luminescence ratio, 4 h | Potency, µM (highest dose often 46.1 µM), without a hit: at the top dose ratio change, negative = lower green/red ratio, actives largely listed as inhibitors | 340,000 tested, 0.05% active; active = well fitted inhibition curve with a large enough effect in the signal ratio, with a control signal flat, not every such curve was filed as active; inconclusive = small, poorly fitted or top-dose-only effect, or effect the other way, or a change in a side signal; the % refers to the signal ratio;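 note: potency is the fitted concentration of half-maximal effect; plate controls were basal doxycycline-induced cells for no effect and cells given 10 µM MG132 for full effect; MG132 reads +100%, hits lower the ratio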
#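 Cell line TMD8 (human ABC DLBCL), stably expressing tet-inducible CBG68-IkBa fusion and CBR; IMDM/0.5% FBS; cpd up to 46 uM; dox induction, 4 h, 37C/5% CO2; dual luminescence; green/red ratio; MG132 control.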
# MBNL1-CUG inh = inhibitors of human MBNL1 binding to CUG repeat RNA; AID 2675; 280,000 tested, 0.036% active; Potency, µM (top dose mostly 57.5 µM), for inactives: at the highest dose activity change, negative = inhibition, usual class: inhibitors; TR-FRET MBNL1-His/biotin-(CUG)12 binding, 665/545 ratio; active = well fitted inhibition curve with a large enough effect in the signal ratio, with a control signal flat, not every such curve was filed as active; inconclusive = small, poorly fitted or top-dose-only effect, or effect the other way, or a change in a side signal; inactive = no such curve, though single readings can be large or run the other way; the % refers to the signal ratio; note: potency is the fitted concentration of half-maximal effect; % is set by controls: 0 for no effect and ±100 for the full control effect
#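 TR-FRET readout: Ex 340 nm, 665/545 nm emission ratio, normalized to buffer-only (basal) and MBNL1-(CUG)12 controls. Complex of MBNL1-His with Biotin-(CUG)12, compounds 92 nM–58 uM, incubated 60 min at room temperature.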
# * hit, by the source's call; ? = inconclusive; . = not tested or not shown; [ ] = dose if it differs, or a comment. Unless noted, calls come from the whole dose curve; as a rule, active = well fitted curve in the direction sought with a large enough effect; inconclusive = small, poorly fitted or top-dose-only effect, or another doubt; inactive = no such curve, though single readings can be large; an effect the other way counts as inactive or inconclusive.
structure	TSHR antagonist	BCR signal inh	MBNL1-CUG inh	S-ASM inh	USP2a inh	KCNH2 WT inh	GALK inhibitor	Eya2 inh	Mito fusion yeast	PKM2 act	Menin-MLL TR inh
Cc1ccc(C(=O)NC2CCCC2)cc1S(=O)(=O)N1CCCCC1	1	0%	-1%	-1%	0%	18	3%	2%	3%	0%	-3%
CCOC1C(=O)NC(=O)N1Cc1ccccc1 (stereo unspecified)	10	0%	4%	4%	0%	-6	2%	-6%	-3%	-1%	-15%
Cc1ccc(C(=O)N2CCN(c3ccccc3)CC2)cc1NC(=O)c1ccco1	11	-3%	-3%	5%	-2%	19	-2%	3%	3%	-1%	.
COc1ccc(CCNC(=O)COc2ccc3c(C)cc(=O)oc3c2)cc1	0	?	.	6%	-1%	-6	.	-6%	.	.	.
COc1ccc2c(CC(=O)Nc3nc(C)cs3)coc2c1	-5	?	10%	-3%	3%	-20	10%	-7%	-1%	18%	22%
COc1ccc(/C=N/NC(=O)CN2CCCC2)cc1	-6	0%	2%	3%	2%	-7	0%	-5%	2%	-2%	15%
O=C(COc1ccc2ccc(=O)oc2c1)Nc1nccs1	14	8%	8%	11%	-1%	-6	-1%	6%	17%	.	19%
CCOC(=O)c1ccc(N/C=C/C(=O)c2ccc(OC)cc2)cc1	-4	?	-2%	156%[activator]	3%	0	8%	-13%	-3%	-3%	?
CCCCC(=O)N/N=C/c1sccc1C	12	-4%	?	0%	2%	3	2%	3%	-3%	-6%	-5%
O=C(O)c1cc(Cl)c(Cl)cc1C(=O)NCc1ccco1	-7	-1%	16%	-3%	0%	-15	7%	5%	0%	0%[11.5 µM]	-7%
Cc1ccc(C)c(NC(=O)CCNS(=O)(=O)c2ccc3[nH]c(=O)oc3c2)c1	-5	-2%	-8%	5%	2%	-15	-4%	7%	0%	.	.
CCC(C)(C)NC(=O)c1ccc2c(c1)S(=O)(=O)c1ccccc1C2=O	.	.	?	-3%	.	1	1%	.	11%	24%	34%[activator]
O=C(NOC(=O)c1c(F)cccc1Cl)c1ccc(Cl)c(Cl)c1	1	?	0%	-1%	2%	-12	-1%	5%	-1%	.	1%
CC(C)OCCCNC(=O)c1c(N)n(/N=C/c2ccccn2)c2nc3ccccc3nc12	0	6%	-3%	212%[activator]	?	-2	0%	-5%	-3%	-6%	-10%
CCCCCn1c(CNC(=O)c2cccs2)nc2ccccc21	0	0%	8%	-2%	0%	13	-1%	2%	-3%	7%	-22%
CC(C)Cn1c(=O)c(-[n+]2ccccc2)c([O-])c2ccccc21	31	5%	-4%	5%	-10%	-13	0%	5%	-5%	-9%	11%
NC(=O)c1cc(-c2cccnc2)nc2ccc(Br)cc12	-3	2%	104%[activator]	2%	0%	0	4%	20%	2%	-1%	10%
CCC(C)(NC(=O)CNC(C)=O)C(=O)NC1CCCCC1 (stereo unspecified)	1	-3%	-2%	4%	0%	-6	-4%	7%	-1%	3%	.
Cc1cccc(OCC(=O)O/N=C(\N)Cc2ccc([N+](=O)[O-])cc2)c1	-9	0%	10%	-6%	1%	-4	5%	2%	3%	1%	12%
COc1ccccc1N1CCN(CC(=O)Nc2nccs2)CC1	-2	1%	-7%	2%	8%	5	1%	5%	1%	.	-17%
COc1ccc(S(=O)(=O)Nc2c(O)c3ccccc3oc2=O)cc1	-7	?	-1%	7%	0%	2	0%	1%	8%	-2%	-27%
O=C(c1cccc([N+](=O)[O-])c1)N1CCCN(C(=O)c2cccc([N+](=O)[O-])c2)CC1	20	4%	0%	-2%	5%	4	2%	-1%	1%	-13%	-16%
CC(CN1C(C)CCCC1C)OC(=O)c1ccc(Cl)cc1 (stereo unspecified)	-9	-10%	-4%	2%	14%	49	-1%	13%	7%	0%	-5%
Cc1ccc(S(=O)(=O)NN2C(=O)/C(=C/c3ccc(F)cc3)SC2=S)cc1	-2	0%	5%	-1%	-1%	3	-7%	-18%	-2%	0%[11.5 µM]	?
NC(=O)C1CCN(CC(=O)N2N=CCC2c2ccccc2)CC1 (stereo unspecified)	17	11%	7%	0%	1%	-8	-2%	-9%	-4%	4%	4%
CNC(=O)c1[nH]cnc1C(=O)N[C@@H](CCCCNC(=O)OC(C)(C)C)C(=O)OC(C)(C)C	-4	?	-5%	-1%	4%	-3	1%	5%	-4%	1%	-16%
COc1ccc(-n2nc(C(=O)N3CCC(N4CCCCC4)CC3)c3c4ccccc4n(C)c3c2=O)cc1	7	1%	-4%	6%	5%	-18	15%	-5%	-2%	3%	-16%
CCOC(=O)/C(=N\Nc1ccc(Cl)cc1)Sc1nnc(-c2ccc(OC)cc2)n1C	8	0%	-5%	-6%	0%	1	1%	-5%	?	-5%	-11%
Clc1ccccc1OCCCCN1CCCCC1	-14	3%	-4%	0%	2%	14	6%	7%	-4%	0%[11.5 µM]	1%
CC(=C1C(=O)c2ccccc2C1=O)N1CCN(Cc2ccccc2)CC1	4	10%	8%	-2%	1%	-16	-2%	2%	-6%	6%	-6%
COc1ccc(N2CCN(C(=O)C3CCN(C(=O)c4cccc(Cl)c4)CC3)CC2)cc1	-1	3%	-3%	-1%	0%	3	-2%	3%	-4%	-7%	-10%
Cc1nc(NNC(=O)c2ccc(Cl)cc2Cl)cc(-c2ccccc2)n1	3	-3%	-4%	-1%	8%	6	-2%	20%	0%	0%	-6%
O=C(N/N=C/C=C/c1ccccc1[N+](=O)[O-])c1cccnc1	11	-2%	0%	2%	-1%	4	1%	-2%	-1%	0%	14%
O=C(Nc1nc(-c2cccs2)cs1)c1ccc([N+](=O)[O-])o1	-17	-1%	.	-1%	2%	3	.	-3%	-18%	.	.
CCSC1=N/C(=C\C=C2/Oc3ccccc3N2CC)C(=O)S1	-4	?	?	-5%	3%	-7	-2%	1%	2%	0%	.
CCN(CC)c1cc2nonc2c2nonc12	2	?	?	-3%	3%	-2	0%	-33%	-4%	3%	12%
CC(OC(=O)Cc1ccccc1[N+](=O)[O-])C(=O)Nc1ccc(Cl)cn1 (stereo unspecified)	-7	?	.	4%	0%	-4	.	-10%	-15%	.	.
CC(C)Cn1c(N)c(C(=O)CSc2nnc(-c3ccco3)n2C)c(=O)n(C)c1=O	11	0%	.	0%	3%	-3	.	2%	-2%	.	.
Cc1ccc(C(C)NC(=O)C2CCCO2)cc1C (stereo unspecified)	29	-8%	-9%	0%	0%	-2	2%	12%	8%	-18%	-14%

# Profiles, looked up by structure:
# Cc1nc(NNC(=O)c2ccc(Cl)cc2Cl)cc(-c2ccccc2)n1 in the list: TSHR antagonist = 3; BCR signal inh = -3%; MBNL1-CUG inh = -4%; S-ASM inh = -1%; USP2a inh = 8%; KCNH2 WT inh = 6; GALK inhibitor = -2%; Eya2 inh = 20%; Mito fusion yeast = 0%; PKM2 act = 0%; Menin-MLL TR inh = -6%
# CC(OC(=O)Cc1ccccc1[N+](=O)[O-])C(=O)Nc1ccc(Cl)cn1 (stereo unspecified) in the list: TSHR antagonist = -7; BCR signal inh = ?; MBNL1-CUG inh = .; S-ASM inh = 4%; USP2a inh = 0%; KCNH2 WT inh = -4; GALK inhibitor = .; Eya2 inh = -10%; Mito fusion yeast = -15%; PKM2 act = .; Menin-MLL TR inh = .

# A portion of the library. The share of hits here may be higher or lower than overall.
